Bioassay records: PubChem BioAssay, several laboratories
sdo1 growth = sdo1-depleted yeast growth rescue; S. cerevisiae sdo1-depleted JHY4D growth rescue, OD600 30 h; active compounds read high; pdr5 snq2 efflux-pump mutant strain; z-score at 10 µM; 0.21% of 140,000 active; AID 817;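 active = z-score above 3 at both the 24 hr and the 30 hr optical density reads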;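 also: z-score against mean and SD of all compound wells on the same plate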
INS promoter inh = TRM-6 insulin promoter activity inhibition | AID 1273 | 0.9% of 130,000 active | TRM-6 cells (human fetal islet line), insulin promoter-eGFP reporter, imaging; reporter expression induced with tamoxifen | inhibition, % at 2 µM;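 active = inhibition above the mean plus 3 SD, with well images judged a real hit on visual review, cut at about 60% in these data, passing the limit was not always enough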
sdo1 growth Rescue 24 h = recorded beside sdo1 growth, whose call it bears; z-score; S. cerevisiae sdo1-depleted JHY4D growth rescue, OD600; measured here: growth rescue at 24 h;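 0 is the plate mean of compound wells and units are plate SD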
Active calls of the source: *; x = no result given; & = joins results of further samples. A portion of the library; rates above refer to the full screens.

entry | compound | sdo1 growth | sdo1 growth Rescue 24 h | INS promoter inh
1 | O=C(NCCCN1CCCCCC1)C1CC(=O)N(C2CCCC2)C1 (configuration not stated) | 0.2 | -1.1 | 19
2 | COc1ccc(Nc2cc(C(=O)NCCCN3CCN(C)CC3)c3ccccc3n2)c(OC)c1 | 0.48 | 0.06 | 27
3 | CCSc1nc(-c2ccc(OC)cc2)cc(-c2ccc(OC)cc2)c1C#N | -0.08 | 0.27 | 0
4 | CCOC(=O)CCC(=O)Nc1ccc(S(=O)(=O)N2CCC(C)CC2)cc1 | -0.04 | -0.56 | 12
5 | COc1ccc(N2C(=O)CCC(C(=O)NCCN3CCOCC3)C2c2ccc(OC)c(OC)c2)cc1 (configuration not stated) | -0.05 | -1.1 | -38
6 | O=C(CCCn1c(SCC(=O)c2ccc(F)cc2)nc2ccccc2c1=O)NCc1ccco1 | 0.88 | 2.9 | -22
7 | CC(NC(=O)C1CCN(S(=O)(=O)c2cnc[nH]2)CC1)c1ccccc1 (configuration not stated) | 1.1 | 0.17 | 0
8 | CCCc1ncc(C(O)c2cccc3ccccc23)n1C (configuration not stated) | 0.99 | 0.53 | -261
9 | CC1(C)CC(=O)C2=C(C1)N(c1cccc(Cl)c1)C(=O)NC2(C(F)(F)F)C(F)(F)F | 0.66 | -0.07 | -64
10 | COc1ccc(CC(=O)NCc2ccccc2)cc1S(=O)(=O)N1CCOCC1 | -0.16 | -0.55 | 11
11 | Cc1ccc(-c2nnn(CC(=O)NCc3ccccc3)n2)c(-n2cnnn2)c1 | 0.55 | 0.41 | 20
12 | Cc1ccccc1Nc1nc(N)nc(CN2CCN(c3ccccn3)CC2)n1 | 1 | 0.76 | 6
13 | COc1ccc2oc(=O)c(-c3nnc(N)s3)cc2c1 | x | x | -33
14 | O=C(CSc1nc2ccccc2[nH]1)Nc1c(F)c(F)c(F)c(F)c1F | x | x | -33
15 | Cc1ccccc1C(OCCN(C)C)c1ccccc1 (configuration not stated) | 0.45 | 0.57 | -29&47
16 | O=C1NCCN1Cc1ccccc1 | 0.05 | -0.91 | 0
17 | Cc1cccc(-n2nc3c(c2NC(=O)c2ccc(Br)o2)CSC3)c1 | -0.81 | -1.1 | 7
18 | CCCNc1c(N)n(-c2ccccc2)c(=O)[nH]c1=O | 0.13 | -0.56 | 36
19 | CNC(=S)NNC(=O)c1ccccc1F | x | x | -18
20 | CC(=O)Nc1cccc(NC(=O)c2c(-c3ccccc3)noc2C)c1 | -0.09 | -0.79 | 39
21 | CC(C)c1ccc(NC(=O)c2sccc2-n2cccc2)cc1 | x | x | 27
22 | O=C(CCc1ccc(S(=O)(=O)NCc2ccccc2)cc1)NCc1cccnc1 | 1 | -0.16 | 35
23 | CCCCSc1nnc2c(n1)[nH]c1ccccc12 | 0.34 | 1.3 | -23
24 | O=C(NCc1ccco1)c1ccc(Cn2cc([N+](=O)[O-])cn2)o1 | 0.14 | -0.5 | -34
25 | Cn1c(=O)oc2cc(S(=O)(=O)N3CCN(c4ccccc4)CC3)ccc21 | 0.39 | 1.8 | 45
26 | CCSc1nnc(NC(=O)NC(CC)(C(F)(F)F)C(F)(F)F)s1 | -1.4 | -1.2 | x
27 | Cn1cc(CNC(=O)C2c3ccccc3Oc3ccccc32)cn1 | 1.1 | -0.39 | x
28 | C=CCN(CC=C)CCOc1cc(C)ccc1[N+](=O)[O-] | x | x | 5
29 | CC1CN/C(=C\C(=O)c2ccc(Br)cc2)C(=O)N1 (configuration not stated) | 0.56 | 0.16 | 8
30 | CCOCCOC(=O)COc1ccc2c(-c3ccccc3)cc(=O)oc2c1 | -0.91 | -2 | 25
31 | COc1cccc(NC(=O)CNC(=O)c2ccccc2)c1 | -0.51 | -1.4 | -200
32 | CCc1cccc(NC(=O)c2snc3c(=O)[nH]cnc23)c1 | -0.28 | -0.4 | x
33 | O=C(NC1CCCCC1)c1ccc(CNc2ccccc2)o1 | 0.34 | 0.36 | x
34 | O=S(=O)(N1CCOCC1)n1nnc2ccccc21 | 0.95 | 0.55 | -14
35 | Cc1cccc(-n2c(O)c(C=Nc3ccc4c(c3)OCO4)c3ccccc3c2=O)n1 | -1.4 | -0.89 | x
36 | CCOc1ccccc1N(CC(=O)Nc1ccc(S(=O)(=O)N2CCOCC2)cc1)S(=O)(=O)c1ccc(Cl)cc1 | -0.72 | -0.6 | -7
37 | CC(C)CC(=O)OC1C(N2CCOCC2)c2c(ccc(/C=C/C(=O)N3CCOCC3)c2O)OC1(C)C (configuration not stated) | 0.32 | 0.63 | -16
38 | c1ccc(-n2nnnc2OCCOc2nnnn2-c2ccccc2)cc1 | -0.18 | -0.13 | -154
39 | CC1(C)SCC2C(=O)N3C(CSC3(C)C)C(=O)N21 (configuration not stated) | 1.2 | 0.17 | x
40 | CSc1nc(C)c(CCOC(=O)c2cccc(Cl)c2)c(=O)[nH]1 | 0.32 | 0.18 | -25
41 | Cc1ccc(CSc2nnc(-c3cccs3)n2C)cc1 | -1.1 | -0.77 | 34
42 | NC(N)=NS(=O)(=O)c1ccc(NC(=S)NC(=O)c2ccc3c(c2)OCO3)cc1 | x | x | -58
43 | COc1cccc(NC(=O)Cc2nnc(SCCOc3ccccc3)n2C)c1 | 0.54 | 0.06 | 7
44 | CCCCCOC(=O)Cn1c(=O)oc2ccc(C)cc21 | -0.38 | -0.2 | 37
45 | Cc1ccccc1-n1c(SCc2cc(=O)n3ccccc3n2)nc2[nH]ncc2c1=O | 0.46 | -0.34 | x
46 | Cc1nnc2ccc(-c3cccc(NC(=O)Cc4cccs4)c3)nn12 | x | x | 33
47 | O=c1c2ccccc2nc(-c2cccs2)n1-c1cccc2ccccc12 | -0.62 | -0.12 | 3
48 | CCC(C)c1c(O)nc(SCC(=O)c2ccccc2)[nH]c1=O (configuration not stated) | 0.31 | -0.38 | 9
49 | CSc1ccc(Cn2nnc(C(=O)NCc3ccccc3)c2N)cc1 | -1.9 | -1.7 | x
50 | N/C(=N\OC(=O)CCc1ccccc1)c1ccc(Br)cc1 | -2.7 | -1.9 | -10

More results.
The line under a structure holds: sdo1 growth | sdo1 growth Rescue 24 h | INS promoter inh
(51) COc1ccc(S(=O)(=O)N2CCCCCC2)cc1N
    x | x | 20
(52) COc1ccc(-c2cc(-c3c(O)c(OC)c4occc4c3OC)[nH]n2)cc1OC
    -1.1 | -0.84 | 31
(53) Cc1ccc(C)c(C(=O)CSc2nc3ccccc3c(=O)[nH]2)c1
    x | x | -47
(54) CCN(CC(=O)N1CCOCC1)S(=O)(=O)c1ccc(C)cc1
    0.89 | 0.18 | 23
(55) CCCOc1ccc(S(=O)(=O)n2cc(Br)c(=O)[nH]c2=O)cc1
    0.92 | 0.45 | x
(56) COc1cc(NC(=O)c2ccco2)c(C(=O)O)cc1OC
    0.16 | -0.03 | 29
(57) CCOc1ccc(Oc2c(/C=N/NC(C)=O)c(C)nn2-c2ccccc2)cc1
    -0.63 | -0.52 | 50
(58) Cc1noc(COc2ccc(OCc3nc(C)no3)cc2)n1
    0.32 | 0.39 | 7
(59) O=C(O)c1cc(-c2cccs2)nc2cc3c(cc12)OCCO3
    -0.04 | -0.59 | 86*
(60) O=C(O)CCC(NS(=O)(=O)c1ccc(-c2ccccc2)cc1)C(=O)O (configuration not stated)
    1 | 1.3 | -11
(61) COc1ccc(NC(=O)CSc2nc(C)cc(C)n2)cc1
    0.58 | 0.68 | 17
(62) Cc1c(Cl)c(C(=O)NNC(=S)NCc2ccco2)nn1C
    0.81 | 1 | -18
(63) OCCN1CCN(C(c2cccs2)c2ccc3cccnc3c2O)CC1 (configuration not stated)
    -0.48 | -0.55 | x
(64) CCOC(=O)N1CCN(S(=O)(=O)c2ccc(OCC(=O)OC)c(C)c2)CC1
    2.5 | 2.4 | -19
(65) CCOC(=O)N1CCN(CC(=O)Nc2ccc(OC)cc2)CC1
    0.07 | 0.64 | 54
(66) O=C(/C=C/c1ccccc1Cl)N(Cc1ccccc1)C1CCS(=O)(=O)C1 (configuration not stated)
    -0.79 | -0.72 | x
(67) COCCNC(=S)NCc1ccc2[nH]c3c(c2c1)CCCC3
    x | x | 18
(68) CCCSc1nnc(NC(=O)Nc2ccc(F)cc2)s1
    -0.92 | -0.88 | x
(69) COc1ccccc1/C=N/n1c(N)c(S(=O)(=O)c2cccs2)c2nc3ccccc3nc21
    0.35 | 0.32 | -32
(70) c1ccc(-c2nnc(-c3ccccn3)nc2NC2CCCCC2)cc1
    -1.6 | -0.85 | -364
(71) Nc1[nH]ncc1-c1ccc(Cl)cc1
    x | x | -22
(72) Cc1ccc(NC(=O)c2oc3ccc(S(=O)(=O)N4CCOCC4)cc3c2C)cc1C
    -1.5 | -0.67 | -17
(73) CNc1cccc2c1C(=O)c1ccccc1C2=O
    -0.21 | 0.65 | x
(74) CC(C)(C)NC(=O)Cn1ccc(=N)c2ccccc21
    0.64 | 0.6 | x
(75) Cc1cc(Cl)ccc1OCC(=O)N1C(C)CCCC1C (configuration not stated)
    -1.1 | -0.76 | -122
(76) COc1cc(C=Nc2cccc(C)c2)c(O)c([N+](=O)[O-])c1
    0.17 | 0.25 | 8
(77) COCc1cc(C)nc(SCC(=O)Nc2ccc(C)c(C)c2)c1C#N
    -0.32 | -0.53 | x
(78) Cc1ccc(O)c(NC(=O)c2noc3c2CCc2ccccc2-3)c1
    x | x | -38
(79) O=C1NC2c3ccccc3C(=O)N2c2c1cnn2-c1ccccc1 (configuration not stated)
    0.53 | 0.39 | 5
(80) Cc1ccc(O)c(C(=O)c2cc(C#N)c(=O)n(Cc3ccccc3)c2)c1
    x | x | 20

One compound at a time, as listed above:
`O=C(NCCCN1CCCCCC1)C1CC(=O)N(C2CCCC2)C1` (configuration not stated) reads sdo1 growth: 0.2; sdo1 growth Rescue 24 h: -1.1; INS promoter inh: 19
`COc1cccc(NC(=O)Cc2nnc(SCCOc3ccccc3)n2C)c1` reads sdo1 growth: 0.54; sdo1 growth Rescue 24 h: 0.06; INS promoter inh: 7

Ordered by the number under INS promoter inh (ascending): 3 of the compounds above
| nr | Structure | sdo1 growth | sdo1 growth Rescue 24 h | INS promoter inh |
| --- | --- | --- | --- | --- |
| 72 | Cc1ccc(NC(=O)c2oc3ccc(S(=O)(=O)N4CCOCC4)cc3c2C)cc1C | -1.5 | -0.67 | -17 |
| 76 | COc1cc(C=Nc2cccc(C)c2)c(O)c([N+](=O)[O-])c1 | 0.17 | 0.25 | 8 |
| 80 | Cc1ccc(O)c(C(=O)c2cc(C#N)c(=O)n(Cc3ccccc3)c2)c1 | x | x | 20 |

The list continues:
The line under a structure holds: sdo1 growth | sdo1 growth Rescue 24 h | INS promoter inh
(81) CN(Cc1ccco1)C(=O)c1ccc(N2CCCC2=O)cc1
    1.5 | 2.3 | x
(82) OCc1ccnc2c(O)cccc12
    -0.54 | -0.43 | x
(83) O=C(OCc1nc2ccccc2[nH]1)C1CCCCC1
    -0.34 | -0.21 | -59
(84) Cc1cc(N2CCC3(CC2)OCCO3)n2nc(C)c(-c3ccc(Cl)cc3)c2n1
    x | x | 70
(85) CN1CCN(c2ccc(C(=O)c3ccccc3)cc2[N+](=O)[O-])CC1
    0.47 | 0 | 67*
(86) O=C(C1CCN(C2CC(=O)N(c3ccc(Cl)cc3)C2=O)CC1)N1CCOCC1 (configuration not stated)
    0.39 | 0.67 | 48
(87) CCOc1ccc(N=C2NC(=O)C(CC(=O)O)S2)cc1 (configuration not stated)
    1.6 | 1.2 | -54
(88) CCn1c(C(C)NC(=O)c2cccc(C)c2)nc2ccccc21 (configuration not stated)
    0.34 | 0.37 | x
(89) CNC(=O)CCC(=O)Nc1ccc(C)cc1
    x | x | -50
(90) CC(C)OCCCNC(=O)c1ccc2c(=O)n(Cc3ccc4c(c3)OCO4)c(=S)[nH]c2c1
    x | x | 20
(91) O=C(CNC(=O)C1CCCCC1)NC1=NCCS1
    0.12 | -0.57 | x
(92) Cc1ccc(CSCCNC(=O)CN2C(=O)c3ccccc3S2(=O)=O)cc1
    -0.24 | -0.42 | 56
(93) COc1ccccc1Cn1c(=O)c2ccccc2n2c(SCc3csc(C)n3)nnc12
    -1.1 | -0.73 | x
(94) Cc1ncsc1CCOC(=O)c1cccc([N+](=O)[O-])c1
    -0.05 | -0.59 | 22
(95) Cc1cc(CNC(=O)COc2ccc(C)c(C)c2)c2ccccc2n1
    x | x | -71
(96) O=C1c2ccccc2NC(c2ccccn2)N1c1ccccc1F (configuration not stated)
    0.43 | 0.57 | 3
(97) Cc1cccc(OCC(=O)Nc2ccc(N3CCN(S(C)(=O)=O)CC3)cc2)c1C
    -1.2 | -0.84 | -7
(98) CCn1c(CNc2ccc(F)cc2)nnc1SCC(=O)Nc1ccc(OC)cc1OC
    -1.2 | -1.5 | -14
(99) CC(C)CN(CC(C)C)C1=N/C(=C\c2ccco2)C(=O)N1c1ccccc1
    -0.33 | -0.13 | x
(100) O=C(Nc1ccc(Cl)cc1C(F)(F)F)c1ccccc1Cl
    -0.17 | -0.79 | x
(101) O=C(CCCSc1nc(-c2ccco2)cc(C(F)(F)F)n1)NCc1cccs1
    -0.87 | -0.33 | 7
(102) Cn1nc(C(F)(F)F)c(C(=O)Nc2ccc(C(F)(F)F)cc2)c1Cl
    -0.71 | -0.11 | -37
(103) COc1ccccc1NC(=O)Nc1ccc(Br)cn1
    0.49 | 0.43 | 29
(104) CCC(CC)C(=O)Nc1nnc(SCC(=O)N2CCN(c3ccccc3OC)CC2)s1
    0.79 | -0.14 | -82
(105) CCCCn1c(SCC(=O)Nc2cccc(OC)c2)nc2ccc(N3CCOCC3)cc2c1=O
    -0.55 | 0.35 | x
(106) CCC(=O)Nc1ccc(-c2nc(-c3ccccc3)n(CC(=O)N3CCCCC3)n2)cc1
    -0.03 | -0.76 | -23
(107) Cc1ccc(S(=O)(=O)Cn2nnnc2C(C(C)C)N2CCc3ccccc3C2)cc1 (configuration not stated)
    -0.57 | -0.78 | x
(108) Cc1ccc(Cl)cc1N1CCN(C(c2cccnc2)c2nnnn2C2CCCCC2)CC1 (configuration not stated)
    -1.1 | -0.65 | -87
(109) COc1cccc(CC(=O)NCC2(N3CCCCC3)CCCCC2)c1
    x | x | 25
